Tb PFK inh: qHTS Assay to Find Inhibitors of T. brucei phosphofructokinase; Potency, µM (series often up to 57.5 µM), for inactives: at the top dose activity, negative = inhibition, actives largely listed as inhibitors; actives 0.17% (n = 330,000); ATP-dependent 6-phosphofructokinase (Trypanosoma brucei brucei), O15648; T. brucei PFK, ADP-Glo luminescence;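 note: potency is the fitted concentration of half-maximal effect; 0% = uninhibited 1x PFK enzyme wells and -100% = no-enzyme wells; nearly all actives have a fitted effect of over 60% in size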
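1.25 nM PFK with 0.5 mM F6P and 0.1 mM ATP in 0.1 M TEA pH 8.0, 5 mM MgCl2, incubated 45 min at room temperature; ADP measured by ADP-Glo luminescence; compounds titrated up to 57 uM.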
NPC1 promoter act: qHTS Assay for NPC1 Promoter Activators; Huh7 NPC1 promoter luciferase reporter, 24 h; actives 2.4% (n = 320,000); Potency, µM (titrated, usually from 9.22 µM), without a hit: at the top dose activation, hits mostly activators;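 note: potency is the fitted concentration of half-maximal effect; % of control where 0% means no effect; nearly all actives have a fitted effect of over 60% in size; reporter is driven by a mutant NPC1 promoter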
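NPC1 promoter–luciferase Huh7 cells; 24 h compound; luminescence.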
BRCA1 expr act: qHTS Assay to Identify Small Molecule Activators of BRCA1 Expression | MCF7-BRCA1-FFLuc reporter, luminescence, 48 h; response scale: scaled: vehicle 0%, 10 µM genistein 100% | Potency, µM (series often up to 46.1 µM), for the others: at the highest dose activation, usual class: activators | actives 1.1% (n = 380,000) | AID 624202, 2012; note: potency is the fitted concentration of half-maximal effect; nearly all actives have a fitted effect of over 80% in size; some results filed as inactive show a strong effect at the top dose
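Quantitative HTS in MCF7 cells stably reporting BRCA1 expression via firefly luciferase. Compound treatment lasts 48 h at 37 °C in phenol-red free MEM. Activation is expressed relative to genistein at 10 microM and DMSO.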
Rab9 promoter act: qHTS Assay for Rab9 Promoter Activators | Huh7 Rab9 promoter-luciferase reporter, luminescence, 24 h | AID 485297, 2010 | Potency, µM (doses to about 9.22 µM), for inactives: at the highest dose activation, negative = inhibition, usual class: activators | actives 2.8% (n = 320,000); note: potency is the fitted concentration of half-maximal effect; % of control where 0% means no effect; nearly all actives have a fitted effect of over 60% in size
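Luciferase signal after 10 min detection reagent at ambient indicates Rab9 promoter upregulation; stably transfected Huh7 cells were treated 24 h with compound in DMSO at 37 °C, 5% CO2.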
RORg inh: qHTS for inhibitors of ROR gamma transcriptional activity | Nuclear receptor ROR-gamma (Mus musculus), P51450 | Drosophila S2 Gal4-RORgamma UAS-luciferase reporter, 20 h | Potency, µM (doses to about 53.6 µM), without a hit: at the highest dose activity change, negative = inhibition, hits mostly inhibitors | actives 5.4% (n = 310,000) | AID 2551, 2010; note: potency is the fitted concentration of half-maximal effect; % is set by controls: 0 for no effect and ±100 for the full control effect; nearly all actives have a fitted effect of over 60% in size
Target sequence (P51450 whole entry, looked up, the tested form may be a part): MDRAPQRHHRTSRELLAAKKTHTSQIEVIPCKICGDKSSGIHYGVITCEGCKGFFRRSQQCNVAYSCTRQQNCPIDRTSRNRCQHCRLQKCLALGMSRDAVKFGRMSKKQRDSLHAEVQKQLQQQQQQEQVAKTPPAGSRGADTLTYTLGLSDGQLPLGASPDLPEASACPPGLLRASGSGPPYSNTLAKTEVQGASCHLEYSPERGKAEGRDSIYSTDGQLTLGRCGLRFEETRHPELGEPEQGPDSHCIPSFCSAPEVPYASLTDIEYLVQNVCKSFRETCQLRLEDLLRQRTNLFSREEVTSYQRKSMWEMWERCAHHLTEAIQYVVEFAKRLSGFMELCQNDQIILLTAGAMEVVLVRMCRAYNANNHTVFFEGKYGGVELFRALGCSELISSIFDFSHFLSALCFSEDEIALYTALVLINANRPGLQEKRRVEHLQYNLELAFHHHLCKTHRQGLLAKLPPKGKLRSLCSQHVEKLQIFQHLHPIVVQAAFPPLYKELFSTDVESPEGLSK
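Stable Schneider cell line, Gal4 DNA-binding domain fused to ROR gamma, UAS-luciferase. Cmpd 1 hr RT → CuSO4 700 uM final → 20 hr RT → luciferase reagent 10 min → luminescence.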
p53 reactivator: qHTS assay for re-activators of p53 using a Luc reporter; H1299 p53-A138V BP100-luciferase reporter, luminescence, 24 h; Potency, µM (doses to about 92.2 µM), inactives show at the highest dose activity change, positive = activation, usual class: activators; actives 0.063% (n = 320,000); AID 504706, 2011; note: potency is the fitted concentration of half-maximal effect; % of control where 0% means no effect; nearly all actives have a fitted effect of over 45% in size
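H1299 (p53-null), stable ts p53-A138V + BP100-Luc; 1000 cells/well, Opti-MEM/10% FBS; cpd 4 pt, 1:5; 24 h, 37 deg C, 5% CO2; detection reagent 10 min RT; luminescence.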
FLuc modulator: qHTS profiling assay for firefly luciferase inhibitor/activator using purifed enzyme and Km concentrations of substrates (counterscreen for miR-21 project); Luciferin 4-monooxygenase (Photinus pyralis), P08659; purified FLuc, Km substrates, luminescence inhibition; actives 6.9% (n = 360,000); AID 588342, 2011; Potency, µM (highest dose often 57.5 µM), without a hit: at the highest dose activity change, negative = inhibition, hits mostly inhibitors;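 note: potency is the fitted concentration of half-maximal effect; plate controls were vehicle for no effect and reference inhibitor for full effect; nearly all actives have a fitted effect of over 55% in size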
Target sequence (P08659 whole entry, looked up): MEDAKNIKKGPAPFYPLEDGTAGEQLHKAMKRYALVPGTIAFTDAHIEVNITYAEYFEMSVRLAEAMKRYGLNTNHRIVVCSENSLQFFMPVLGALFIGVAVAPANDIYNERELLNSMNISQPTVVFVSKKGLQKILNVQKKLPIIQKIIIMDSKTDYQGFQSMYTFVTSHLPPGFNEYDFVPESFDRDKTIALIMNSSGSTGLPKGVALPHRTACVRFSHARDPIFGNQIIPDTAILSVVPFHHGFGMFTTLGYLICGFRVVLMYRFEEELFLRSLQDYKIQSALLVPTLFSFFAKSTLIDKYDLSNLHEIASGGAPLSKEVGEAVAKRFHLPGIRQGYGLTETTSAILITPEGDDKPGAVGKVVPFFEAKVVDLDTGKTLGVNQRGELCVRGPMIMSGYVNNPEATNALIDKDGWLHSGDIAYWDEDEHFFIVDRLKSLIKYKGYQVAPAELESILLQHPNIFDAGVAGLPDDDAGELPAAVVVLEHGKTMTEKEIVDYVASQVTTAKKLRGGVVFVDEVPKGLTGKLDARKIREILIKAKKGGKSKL
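Purified P. pyralis luciferase, 10 nM final, with Km-level 10 uM D-luciferin and 10 uM ATP in 50 mM Tris acetate pH 7.5, 10 mM Mg acetate, 0.01% Tween-20, 0.05% BSA; 6-point qHTS titration about 60 µM downward; luminescence read.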
ELG1 genotox: qHTS screen for small molecules that induce genotoxicity in human embryonic kidney (HEK293T) cells expressing luciferase-tagged ELG1 | HEK293T ELG1-luciferase reporter, luminescence, 16 h | Potency, µM (top dose mostly 46 µM), for the others: top-dose activity change, positive = activation, actives largely listed as activators | AID 504466, 2011 | actives 1.3% (n = 330,000); note: potency is the fitted concentration of half-maximal effect; % of control where 0% means no effect; nearly all actives have a fitted effect of over 60% in size
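DMSO vehicle served as control against compound-treated ELG1-luciferase HEK293T cells; exposure lasted 16 hr at 37 °C and 5% CO2, followed by ONE-Glo luminescence detection after 30 min.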
TRPV1 agonist: HTS Assay for Compounds that Act as Agonists of the Vanilloid Receptor 1. TRPV1-expressing cells, Fluo-8 calcium influx, agonist mode. activation, % at 8.33 µM. Transient receptor potential cation channel subfamily V member 1 (Homo sapiens), Q8NER1. actives 0.19% (n = 320,000); in the data active = activation above about 80%; inconclusive = between about 30% and that limit; note: 0% is about no effect
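Cells expressing TRPV1 were dye-loaded with Fluo-8 and read kinetically: 10 s baseline, 3 min after compound (agonist portion), then 2 min after EC20 capsaicin (allosteric enhancer portion). Calcium-bound dye fluorescence at 480/520 nm.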
Gal4-VP16 FLuc: VP16 counterscreen qHTS for inhibitors of ROR gamma transcriptional activity; AID 2546, 2010; Drosophila S2 Gal4-VP16 UAS-luciferase, luminescence, 20 h; actives 3.5% (n = 310,000); Potency, µM (titrated, usually from 53.6 µM), inactives show at the top dose activity, negative = inhibition, usual class: inhibitors;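 note: Gal4-VP16 expression switched on by copper sulfate through the metallothionein promoter; potency is the fitted concentration of half-maximal effect; % is set by controls: 0 for no effect and ±100 for the full control effect; nearly all actives have a fitted effect of over 50% in size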
ELG1 DNA repair: qHTS screen for small molecules that inhibit ELG1-dependent DNA repair in human embryonic kidney (HEK293T) cells expressing luciferase-tagged ELG1; HEK293T ELG1-luciferase reporter, luminescence, 16 h; DNA damage induced by 5-fluorouridine; Potency, µM (highest dose often 46.1 µM), without a hit: top-dose activity change, negative = inhibition, hits mostly inhibitors; AID 504467, 2011; actives 2.3% (n = 330,000); note: potency is the fitted concentration of half-maximal effect; % is set by controls: 0 for no effect and ±100 for the full control effect; nearly all actives have a fitted effect of over 55% in size
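Reporter activity after DNA damage by 5-fluorouridine is monitored. Compound-treated cells incubate 16 hr at 37 °C, then ONE-Glo is added for 30 min before luminescence reading.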
Starred values were filed as active, the others as inactive; ? = inconclusive; . = not tested or not shown; [ ] = remark or other dose. Unless noted, calls come from the whole dose curve; as a rule, active = well fitted curve in the direction sought with a large enough effect; inconclusive = small, poorly fitted or top-dose-only effect, or another doubt; inactive = no such curve, though single readings can be large; an effect the other way counts as inactive or inconclusive. An unsorted share of the library; about 15% have a hit in one of these screens.

Compound,ELG1 DNA repair,FLuc modulator,TRPV1 agonist,Rab9 promoter act,RORg inh,Gal4-VP16 FLuc,Tb PFK inh,p53 reactivator,NPC1 promoter act,BRCA1 expr act,ELG1 genotox
CCC(C)(C(=O)NC1CCCCC1)N(Cc1cccs1)C(=O)Cc1cccs1 (centres undefined),-19%,4%,15,-5%,-17%,16%,1%,-4%,-3%,-30%,0%
O=C(COC(=O)c1ccc(Cl)nc1)Nc1cc(S(=O)(=O)N2CCOCC2)ccc1Cl,8%,.,.,.,.,.,0%,11%,.,-8%,1%
CCOC(=O)CNC(=O)CCc1nnc2ccc(N3CCC(C)CC3)nn12,-3%,1%,-1,-6%,14%,6%,4%,-5%,2%,-22%,0%
CCOc1ccc2nc(N=NC3=C(O)CC(C)(C)CC3=O)sc2c1,?,?,-4,-35%[inhibitor],2.2µM*,3%,0%,5%,18%,-53%,-3%
COCCCn1c(SCC(=O)N2CCCC(C)C2)nnc1-c1ccco1 (centres undefined),2%,0%,1,-2%,2%,11%,1%,-6%,-4%,5%,-1%
Cc1cccc2c1cnn2C(=O)CCC(=O)N1CC(C)CC(C)C1 (centres undefined),-4%,-9%,23,4%,-11%,-1%,-4%,4%,-3%,-3%,-2%
CN(C)S(=O)(=O)c1ccc(N2CCCC2)c(C(=O)Nc2ccc(Br)cc2F)c1,-8%,-18%,10,0%,.,.,9%,-5%,0%,-32%,-2%
C=CCn1cnnc1SCC(=O)Nc1cccnc1Cl,18%,-1%,-2,4%,.,.,6%,0%,3%,.,1%
COc1cc2cc(CN(CCO)S(=O)(=O)c3ccccc3)c(=O)[nH]c2cc1OC,-2%,0%,-2,6%,-3%,2%,1%,-1%,4%,1%[1.84 µM],3%
CSc1cc(-c2ccccc2)n(C)c(=O)c1C#N,1%,-9%,-2,-1%,-30%,-11%,0%,-1%,1%,-36%,0%
CCN(CC)S(=O)(=O)c1ccc(N2CCN(CCO)CC2)nc1,13%,0%,-2,-7%,5%,-5%,2%,4%,-4%,2%,8%
Nc1cc(C(=O)OCC(=O)NC(c2ccccc2)c2ccccc2)ccc1Cl,?,0%,2,-6%,-8%,-5%,-2%,-1%,0%,0%,6%
CC(C)(C)C(=O)Nc1ccc(-c2cn3ccsc3n2)cc1,?,0.54µM*,-10,0.13µM*,4.5µM*,4.5µM*,4%,6%,0.28µM*,35%,?
O=C(N/N=C\C=C\c1ccco1)c1cc(-c2ccc3ccccc3c2)n[nH]1,?,?,-4,?,2.2µM*,1µM*,0%,?,13%,37%,?
Cc1ccc(C)c(C(C)NC(=O)CC#N)c1 (centres undefined),-2%,-16%,0,-4%,3%,3%,-2%,1%,0%,9%,1%
O=C(NN=C(Cc1ccccc1)Cc1ccccc1)c1ccccc1O,?,12µM*,?,-18%,3.5µM*,?,12%,21%,-6%,12%,1%
CN(C)S(=O)(=O)c1cccc(NC(=O)c2ccc(OC(F)(F)F)cc2)c1,?,?,?,-3%,?,?,0%,-5%,-5%,-36%,1%
COc1ccc(S(=O)(=O)N[C@@H](CC(C)C)C(=O)O)cc1,5%,6%,-4,-8%,-10%,0%,0%,0%,-6%,15%,-2%
CC(Sc1ncnc2sccc12)C(=O)Nc1ccc(S(N)(=O)=O)cc1 (centres undefined),3%,.,.,.,.,.,2%,-6%,.,-45%,1%
COC(=O)N/N=C/c1ccccc1,?,-16%,0,4%,10%,-5%,-6%,11%,-2%,?,10%

A different layout for part of the listing above:
compound: C=CCn1cnnc1SCC(=O)Nc1cccnc1Cl
  ELG1 DNA repair = 18%	FLuc modulator = -1%	TRPV1 agonist = -2	Rab9 promoter act = 4%	RORg inh = .	Gal4-VP16 FLuc = .	Tb PFK inh = 6%	p53 reactivator = 0%	NPC1 promoter act = 3%	BRCA1 expr act = .	ELG1 genotox = 1%
compound: CSc1cc(-c2ccccc2)n(C)c(=O)c1C#N
  ELG1 DNA repair = 1%	FLuc modulator = -9%	TRPV1 agonist = -2	Rab9 promoter act = -1%	RORg inh = -30%	Gal4-VP16 FLuc = -11%	Tb PFK inh = 0%	p53 reactivator = -1%	NPC1 promoter act = 1%	BRCA1 expr act = -36%	ELG1 genotox = 0%
compound: CN(C)S(=O)(=O)c1cccc(NC(=O)c2ccc(OC(F)(F)F)cc2)c1
  ELG1 DNA repair = ?	FLuc modulator = ?	TRPV1 agonist = ?	Rab9 promoter act = -3%	RORg inh = ?	Gal4-VP16 FLuc = ?	Tb PFK inh = 0%	p53 reactivator = -5%	NPC1 promoter act = -5%	BRCA1 expr act = -36%	ELG1 genotox = 1%

Other results follow.
Compound,ELG1 DNA repair,FLuc modulator,TRPV1 agonist,Rab9 promoter act,RORg inh,Gal4-VP16 FLuc,Tb PFK inh,p53 reactivator,NPC1 promoter act,BRCA1 expr act,ELG1 genotox
CCCCn1nc(C(=O)Nc2cccc(C(=O)NC3CC3)c2)c2ccccc2c1=O,13µM*,.,18,2%,.,.,-5%,?,-2%,3%,-4%
CCC(C(=O)OCC(=O)Nc1c(Cl)cccc1Cl)c1ccccc1 (centres undefined),?,-1%,6,1%,5%,-15%,-2%,6%,-1%,1%,2%
COc1ccc(NC(=O)COC(=O)/C=C/c2cnc3ccccc3n2)cc1,-2%,-2%,5,-3%,-2%,-1%,3%,-1%,-1%,25%,-3%
COc1cc(NC(=O)C(=O)N2CCN(C)CC2)c(OC)cc1Cl,?,-1%,-2,2%,1%,1%,0%,-3%,-2%,-13%,1%
COc1cc(/C=N/n2nnnc2N)ccc1OC(C)=O,19%,1%,4,11%,-14%,1%,2%,16%,0%,-7%,2%
CC[C@@H](C)C(NC(=O)OC(C)(C)C)c1cn([C@@H](Cc2ccc(O)cc2)C(=O)N2CCN(C(=O)OC(C)(C)C)CC2)nn1 (some centres undefined),-5%,-1%,-1,-1%,26%,2%,4%,0%,-2%,-21%,-6%
CCOC(=O)N1CCN(C(=S)Nc2ccc(C)cc2C)CC1,-1%,0%,-5,20%,-1%,?,-5%,-2%,3%,2%,-3%
CC(C)NC(=O)c1nc2c(nnn2Cc2cccc(Cl)c2)c(=O)[nH]1,1%,-2%,-3,0%,-16%,0%,-1%,1%,1%,8%,2%
Cc1nc2nc(SCC(=O)NCc3ccco3)nn2c(C)c1Cc1ccccc1,-17%,-1%,-1,16%,5%,6%,-3%,0%,-1%,-44%,-4%
CCN1C(=O)[C@H]2[C@@H](c3ccc(Cl)cc3)N3C(=O)CN(Cc4ccccc4)C(=O)[C@@]3(C)[C@H]2C1=O,-1%,-1%,2,-3%,-1%,-8%,-2%,12%,-3%,3%,1%
CC(=O)Nc1cccc(-c2nc3ccccc3c(=O)o2)c1,10%,-7%,6,-3%,7%,-1%,?,-5%,0%,1%,0%
Cc1cc(C)c(N=C2SCC(=O)N2Cc2ccco2)c(C)c1,?,2%,-1,-14%,-4%,3%,1%,-2%,-2%,-13%,0%
O=C(NCCc1ccc(Cl)cc1)C1=CC=CN2CCS(=O)(=O)N=C12,3%,2%,3,0%,.,.,3%,-3%,0%,-2%,1%
Cc1ccc(C(=O)CC(c2cccs2)S(=O)(=O)c2ccc(C)cc2)cc1 (centres undefined),?,1.3µM*,2,?,31%[10 µM],17%,5%,?,28%,53%,?
Cc1nc2scc(C)n2c(=O)c1S(=O)(=O)N1CCN(c2ccc([N+](=O)[O-])cc2)CC1,17%,6%,4,5%,5%,1%,0%,-4%,-2%,-1%,0%

Screens as filed in PubChem.
